FBW7 activator: activators of human E3 ligase FBW7; Q969H0; AlphaScreen FBW7–phospho-cyclin E peptide binding, activator screen; normalized activity (activation), % at 26.1 µM; 0.13% of 650,000 active; AID 1259310; in the data active means normalized activity above about 1.9%;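 further: purified mutant Fbw7 with reduced substrate affinity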
Target sequence (Q969H0 whole entry, looked up): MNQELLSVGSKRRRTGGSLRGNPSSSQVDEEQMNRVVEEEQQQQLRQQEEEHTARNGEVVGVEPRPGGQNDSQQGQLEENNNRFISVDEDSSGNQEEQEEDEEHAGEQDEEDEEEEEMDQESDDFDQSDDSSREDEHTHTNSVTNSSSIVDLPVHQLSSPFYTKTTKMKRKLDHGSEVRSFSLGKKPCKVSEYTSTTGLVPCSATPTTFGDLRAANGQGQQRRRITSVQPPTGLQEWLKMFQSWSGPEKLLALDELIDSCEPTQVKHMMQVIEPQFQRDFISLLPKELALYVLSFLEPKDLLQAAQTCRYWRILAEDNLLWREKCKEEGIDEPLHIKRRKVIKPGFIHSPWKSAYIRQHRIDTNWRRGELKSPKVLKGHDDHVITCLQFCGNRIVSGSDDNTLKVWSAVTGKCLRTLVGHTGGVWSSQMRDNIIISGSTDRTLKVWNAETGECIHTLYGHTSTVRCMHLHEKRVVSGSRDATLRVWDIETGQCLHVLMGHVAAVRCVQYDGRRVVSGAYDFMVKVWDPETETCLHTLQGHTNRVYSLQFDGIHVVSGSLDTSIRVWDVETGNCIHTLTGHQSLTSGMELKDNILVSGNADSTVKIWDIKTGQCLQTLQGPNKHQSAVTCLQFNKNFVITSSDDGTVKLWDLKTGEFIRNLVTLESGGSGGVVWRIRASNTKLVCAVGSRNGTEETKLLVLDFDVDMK
TEAD-YAP block: TEAD-YAP interaction inhibition | HEK-TIYL cells, TEAD-Gal4/YAP UAS-luciferase luminescence | inhibition, % at 9.12 µM | 1.4% of 640,000 active; in the data active means inhibition above about 32%;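 further: 0% = median of test compound wells and 100% = reference inhibitor wells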
MITF primary: blocks human microphthalmia-associated transcription factor; AlphaScreen MITF homodimerization, bead proximity signal; inhibition, % at 2.6 µM; 0.91% of 650,000 active; AID 1259374; in the data active means inhibition above about 50%;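 further: 0% = vehicle wells with protein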
GPR151 ag: human GPR151 activation; activation, % at 11.2 µM; 1% of 650,000 active; Q8TDV0; AID 1508602; PathHunter beta-arrestin GPR151 cells, luminescence; in the data active means activation above about 4.9%;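 further: 0% = median of compound wells and 100% = cells with positive control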
Target sequence (Q8TDV0 whole entry, looked up): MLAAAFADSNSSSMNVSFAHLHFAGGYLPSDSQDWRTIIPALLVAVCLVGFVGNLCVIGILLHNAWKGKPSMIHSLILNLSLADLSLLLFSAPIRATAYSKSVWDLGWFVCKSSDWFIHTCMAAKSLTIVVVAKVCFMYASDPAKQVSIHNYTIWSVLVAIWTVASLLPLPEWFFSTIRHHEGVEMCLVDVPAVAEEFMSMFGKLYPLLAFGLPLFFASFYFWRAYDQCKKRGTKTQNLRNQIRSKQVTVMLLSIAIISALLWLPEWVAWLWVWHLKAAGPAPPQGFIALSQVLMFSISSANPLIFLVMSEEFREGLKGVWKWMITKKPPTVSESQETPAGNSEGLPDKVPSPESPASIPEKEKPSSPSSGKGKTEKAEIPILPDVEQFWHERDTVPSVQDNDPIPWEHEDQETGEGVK
Active calls of the source: *.

What do the screens show for `CCOc1ccc(-c2[nH]nc3c2C(c2ccc(OC)c(OC)c2)C(C#N)=C(N)O3)cc1` (stereo not drawn)?
FBW7 activator: -0.1; TEAD-YAP block: -11; MITF primary: -1; GPR151 ag: -0.3

Results for CC(C)CN1CC[C@H]2[C@H](CCCN2C(=O)c2n[nH]c(=O)c3ccccc23)C1 ?
FBW7 activator: 0.1; TEAD-YAP block: 1; MITF primary: 11; GPR151 ag: -1.2

Results for CCOC(=O)CSc1nc2c(sc(=S)n2-c2cccc(C(F)(F)F)c2)c(=O)n1-c1ccccc1OC ?
FBW7 activator: 0.1; TEAD-YAP block: -43; MITF primary: 4; GPR151 ag: 0.6

What do the screens show for `Cc1cc(C)n(-c2ccc(Cl)cc2)c(=O)c1C#N`?
FBW7 activator: 0.5; TEAD-YAP block: 13; MITF primary: 8; GPR151 ag: 0.4

How did O=C(c1cnn2c1NC(c1ccc3c(c1)OCO3)CC2C(F)(F)F)N1CCN(Cc2ccccc2)CC1 (stereo not drawn) do in these assays?
FBW7 activator: 0.0; TEAD-YAP block: -8; MITF primary: 11; GPR151 ag: 0.7

What do the screens show for `CCOC(=O)C1=C(C)N=c2s/c(=C\c3cc(Br)c(OC)c(OC)c3)c(=O)n2C1c1ccc(N(C)C)cc1` (stereo not drawn)?
FBW7 activator: 0.6; TEAD-YAP block: 5; MITF primary: 18; GPR151 ag: -0.3

Results for CCn1c(=O)cc(SCC(=O)Nc2nc(C)cs2)c2ccccc21 ?
FBW7 activator: 0.2; TEAD-YAP block: -3; MITF primary: 5; GPR151 ag: 0.4

Results for CCOC(=O)C1=C(C)NC2=C(C(=O)CC(c3ccccc3)C2)C1c1cc(OC)ccc1OC (stereo not drawn) ?
FBW7 activator: -0.2; TEAD-YAP block: 1; MITF primary: -2; GPR151 ag: 1.8

Results for O=C(NCc1ccccc1Cl)C1CC(Cc2ccc(F)cc2)=NO1 (stereo not drawn) ?
FBW7 activator: 0.0; TEAD-YAP block: -4; MITF primary: -3; GPR151 ag: 1.3

How did CC(C)OCCCNC(=O)CCCn1c(=S)[nH]c2cc3c(cc2c1=O)OCO3 do in these assays?
FBW7 activator: -0.1; TEAD-YAP block: 0; MITF primary: 4; GPR151 ag: -1.8

What do the screens show for `O=C(O)c1ccc(-c2nnn(Cc3ccc(F)cc3)n2)cc1`?
FBW7 activator: 0.1; TEAD-YAP block: -8; MITF primary: -12; GPR151 ag: -0.2

What do the screens show for `CCOC(=O)N1CCN(C(=S)NC2CCCC2)CC1`?
FBW7 activator: 0.7; TEAD-YAP block: 7; MITF primary: 10; GPR151 ag: -1.4

How did CS(=O)(=O)N(CC(=O)N1CCOCC1)Cc1ccc(Cl)cc1 do in these assays?
FBW7 activator: -0.1; TEAD-YAP block: -10; MITF primary: 4; GPR151 ag: 0.2

What do the screens show for `CC(=O)OCC(=O)[C@@]1(O)[C@@H](C)CC2C3CCC4=CC(=O)C=C[C@]4(C)[C@@]3(F)[C@@H](O)C[C@@]21C` (stereo partly drawn)?
FBW7 activator: 0.1; TEAD-YAP block: -14; MITF primary: -1; GPR151 ag: -0.4

How did O=C(Cn1cccc1)Nc1ccccc1Cl do in these assays?
FBW7 activator: -0.4; TEAD-YAP block: -39; MITF primary: 0; GPR151 ag: 3.0

What do the screens show for `NC(=O)Cn1nnc(-c2ccccc2NC(=O)c2cccc(-n3cnnn3)c2)n1`?
FBW7 activator: 0.1; TEAD-YAP block: 4; MITF primary: 18; GPR151 ag: 4.8

Results for C/C(=N\NC(=O)C12CC3CC(CC(C3)C1)C2)c1ccc(O)cc1O ?
FBW7 activator: 0.0; TEAD-YAP block: -31; MITF primary: 5; GPR151 ag: -0.4

What do the screens show for `COc1ccc(-n2ncc3c(N(C)C4CCCCC4)ncnc32)cc1`?
FBW7 activator: 0.1; TEAD-YAP block: 93*; MITF primary: -3; GPR151 ag: 2.3

What do the screens show for `COc1ccc2c(C)nc(Nc3nc(C)cc(=O)[nH]3)nc2c1`?
FBW7 activator: -0.4; TEAD-YAP block: 39*; MITF primary: 0; GPR151 ag: 0.2

How did COc1ccccc1CN1CCNC(=O)C1CC(=O)NCc1ccc2c(c1)CCN2C (stereo not drawn) do in these assays?
FBW7 activator: 0.0; TEAD-YAP block: 9; MITF primary: 8; GPR151 ag: 0.0

Nothing new here: 2 of the compounds above.
What do the screens show for `O=C(O)c1ccc(-c2nnn(Cc3ccc(F)cc3)n2)cc1`?
FBW7 activator: 0.1; TEAD-YAP block: -8; MITF primary: -12; GPR151 ag: -0.2

What do the screens show for `CCOC(=O)N1CCN(C(=S)NC2CCCC2)CC1`?
FBW7 activator: 0.7; TEAD-YAP block: 7; MITF primary: 10; GPR151 ag: -1.4

Other entries follow.
Results for O=C(COc1ccc(CO)cc1)Nc1ccc(Cl)c(Cl)c1 ?
FBW7 activator: 0.4; TEAD-YAP block: -16; MITF primary: 17; GPR151 ag: 8.1*

Results for CSCC[C@@H](C(=O)NC(C)c1cccs1)N1Cc2ccccc2C1=O (stereo partly drawn) ?
FBW7 activator: 0.0; TEAD-YAP block: 2; MITF primary: 3; GPR151 ag: 0.2

Results for O=C1CCCC2=C1C(c1ccc(F)cc1)N(C(=O)c1ccccc1)c1ccccc1N2 (stereo not drawn) ?
FBW7 activator: 0.1; TEAD-YAP block: 5; MITF primary: 0; GPR151 ag: 1.1

What do the screens show for `COc1ccc(C2CC(=O)C3=C(C2)NC(C)=C(C(=O)OC2CCCCC2)C3c2ccc(OC)cc2)cc1` (stereo not drawn)?
FBW7 activator: 0.1; TEAD-YAP block: 6; MITF primary: -2; GPR151 ag: 1.3

How did CCc1cc2cccc(C)c2nc1NCCNC(C)=O do in these assays?
FBW7 activator: 0.0; TEAD-YAP block: -4; MITF primary: -3; GPR151 ag: 0.2

Results for CC1=C(C(=O)OCc2ccccc2)C(c2cccnc2)n2nc(-c3ccccc3)nc2N1 (stereo not drawn) ?
FBW7 activator: 0.2; TEAD-YAP block: 4; MITF primary: 1; GPR151 ag: -1.2

What do the screens show for `CCc1ccccc1NC(=O)NCCNc1cc(-n2cccn2)nc(C)n1`?
FBW7 activator: 0.0; TEAD-YAP block: -3; MITF primary: 5; GPR151 ag: -0.1

Results for COC(=O)c1ccc(C(=O)OC)c(NC(=O)CSc2nnc3cc(C)c4ccccc4n23)c1 ?
FBW7 activator: 0.1; TEAD-YAP block: -6; MITF primary: 12; GPR151 ag: 0.4

Results for O=C(NCCc1c[nH]c2ccccc12)C1CC12CCN(Cc1ccc(O)cc1)CC2 (stereo not drawn) ?
FBW7 activator: -0.1; TEAD-YAP block: 0; MITF primary: 8; GPR151 ag: 0.3

How did O=C1CC(NNc2nc3ccccc3s2)C(=O)N1c1cccc(Cl)c1 (stereo not drawn) do in these assays?
FBW7 activator: -0.2; TEAD-YAP block: 6; MITF primary: 6; GPR151 ag: -0.7

Results for COc1cccc(/C=C2/SC(=Nc3ccccc3)N(c3ccccc3)C2=O)c1OCc1ccc(Cl)cc1Cl ?
FBW7 activator: 0.1; TEAD-YAP block: -4; MITF primary: 7; GPR151 ag: 0.1

How did O=C(O)/C=C\C(=O)NCC1(c2ccccc2)CCOCC1 do in these assays?
FBW7 activator: 0.0; TEAD-YAP block: -6; MITF primary: -5; GPR151 ag: -0.8

What do the screens show for `COc1cc2c(cc1NC(=O)c1cccc(Br)c1)oc1ccccc12`?
FBW7 activator: 0.2; TEAD-YAP block: -7; MITF primary: 15; GPR151 ag: 1.5

Results for CO[C@H]1COC(=O)[C@H](C)NC(=O)C/C=C/[C@@H](C)[C@H](NS(=O)(=O)c2ccc(C)cc2)COC(=O)C/C=C/[C@@H]1C ?
FBW7 activator: -0.1; MITF primary: 3; GPR151 ag: -1.0

How did Cc1ccccc1OCC(=O)Nc1ccc(F)cc1F do in these assays?
FBW7 activator: -0.1; TEAD-YAP block: -15; MITF primary: -1; GPR151 ag: 1.2

What do the screens show for `CN1CCc2c(sc(NC(=O)c3cc(Cl)sc3Cl)c2C(N)=O)C1`?
FBW7 activator: 0.6; TEAD-YAP block: -18; MITF primary: -4; GPR151 ag: 1.0

What do the screens show for `COC(=O)C(C)C1Sc2ccccc2NC1=O` (stereo not drawn)?
FBW7 activator: 0.0; TEAD-YAP block: -5; MITF primary: 10; GPR151 ag: 1.6

What do the screens show for `Cc1cccc(OCC(O)CN2CCN(CC(=O)c3ccc(Br)cc3)CC2)c1` (stereo not drawn)?
FBW7 activator: 0.7; TEAD-YAP block: 0; MITF primary: 4; GPR151 ag: 2.2

Results for O=C(CCCCCn1c(SCC(=O)OCc2ccccc2)nc2ccsc2c1=O)NCCc1ccccc1 ?
FBW7 activator: -0.1; TEAD-YAP block: 5; MITF primary: 0; GPR151 ag: 2.2

Results for Cc1c(C(=O)NC2CCCC2)cccc1[N+](=O)[O-] ?
FBW7 activator: -0.1; TEAD-YAP block: 3; MITF primary: -4; GPR151 ag: 0.2

How did COc1cccc(C(=O)Nc2nnc(C)s2)c1OC do in these assays?
FBW7 activator: 0.3; TEAD-YAP block: -54; MITF primary: 19; GPR151 ag: -0.4

What do the screens show for `CC1(C)N=C(N)NC(Nc2ccccc2[N+](=O)[O-])=N1`?
FBW7 activator: 0.4; TEAD-YAP block: 10; MITF primary: 11; GPR151 ag: 0.3

How did Cn1c2ccccc2c2cc(C(=O)N3CCc4nncn4CC3)ccc21 do in these assays?
FBW7 activator: 0.1; TEAD-YAP block: 0; MITF primary: 5; GPR151 ag: -1.7

What do the screens show for `Cc1ccccc1OCc1nc(-c2ccncc2)n[nH]1`?
FBW7 activator: -0.1; TEAD-YAP block: 3; MITF primary: 2; GPR151 ag: 0.7

Results for CN(C)CCN(C1CCN(CCc2cccs2)CC1)S(C)(=O)=O ?
FBW7 activator: -0.1; TEAD-YAP block: 1; MITF primary: 8; GPR151 ag: 0.8

Results for COc1ccc(N2CCN(CCNc3ncnc4nc[nH]c34)CC2)cc1 ?
FBW7 activator: -0.1; TEAD-YAP block: -11; MITF primary: -8; GPR151 ag: -0.3

Results for COc1ccc(S(=O)(=O)NC2CCCCCCC2)cc1OC ?
FBW7 activator: 0.0; TEAD-YAP block: 6; MITF primary: 7; GPR151 ag: 2.2

How did CCSCc1nnc(SCC(=O)c2ccc(Br)cc2)n1C do in these assays?
FBW7 activator: 0.2; TEAD-YAP block: 0; MITF primary: 3; GPR151 ag: 1.0

Results for CCOC(=O)c1ccc(OCC2c3cc(OC)c(OC)cc3CCN2C(=O)c2cccc([N+](=O)[O-])c2)cc1 (stereo not drawn) ?
FBW7 activator: 0.0; TEAD-YAP block: 1; MITF primary: -1; GPR151 ag: -0.6

How did CN(C)c1oc(-c2ccc([N+](=O)[O-])cc2)nc1C#N do in these assays?
FBW7 activator: -0.2; TEAD-YAP block: 2; MITF primary: 4; GPR151 ag: 0.7

7 records picked at random from those above:
How did CN(C)c1oc(-c2ccc([N+](=O)[O-])cc2)nc1C#N do in these assays?
FBW7 activator: -0.2; TEAD-YAP block: 2; MITF primary: 4; GPR151 ag: 0.7

Results for CN(C)CCN(C1CCN(CCc2cccs2)CC1)S(C)(=O)=O ?
FBW7 activator: -0.1; TEAD-YAP block: 1; MITF primary: 8; GPR151 ag: 0.8

How did COc1cccc(C(=O)Nc2nnc(C)s2)c1OC do in these assays?
FBW7 activator: 0.3; TEAD-YAP block: -54; MITF primary: 19; GPR151 ag: -0.4

How did Cn1c2ccccc2c2cc(C(=O)N3CCc4nncn4CC3)ccc21 do in these assays?
FBW7 activator: 0.1; TEAD-YAP block: 0; MITF primary: 5; GPR151 ag: -1.7

Results for CCOC(=O)c1ccc(OCC2c3cc(OC)c(OC)cc3CCN2C(=O)c2cccc([N+](=O)[O-])c2)cc1 (stereo not drawn) ?
FBW7 activator: 0.0; TEAD-YAP block: 1; MITF primary: -1; GPR151 ag: -0.6

Results for COc1ccc(S(=O)(=O)NC2CCCCCCC2)cc1OC ?
FBW7 activator: 0.0; TEAD-YAP block: 6; MITF primary: 7; GPR151 ag: 2.2

What do the screens show for `CC1(C)N=C(N)NC(Nc2ccccc2[N+](=O)[O-])=N1`?
FBW7 activator: 0.4; TEAD-YAP block: 10; MITF primary: 11; GPR151 ag: 0.3

Remaining list, next part.
What do the screens show for `Cc1cccc(NC2=NC(=S)N(c3ccccc3C)C23CCCCC3)c1`?
FBW7 activator: 0.0; TEAD-YAP block: 0; MITF primary: -11; GPR151 ag: -0.8

How did COc1ccc(S(=O)(=O)NCc2ccccc2)cc1I do in these assays?
FBW7 activator: -0.1; TEAD-YAP block: 5; MITF primary: -1; GPR151 ag: -0.4

Results for O=C(COc1ccccc1[N+](=O)[O-])NNC(=O)c1ccc(Cl)cc1 ?
FBW7 activator: 0.1; TEAD-YAP block: -2; MITF primary: 1; GPR151 ag: 1.9

What do the screens show for `N#Cc1cc(Oc2ccc(F)cc2)nc2ccccc12`?
FBW7 activator: 0.2; TEAD-YAP block: -2; MITF primary: -2; GPR151 ag: 0.1

How did CC1(C)CC(=O)c2c(nc3sc(C(=O)N4CCOCC4)c(N)c3c2-c2ccccc2)C1 do in these assays?
FBW7 activator: 0.0; TEAD-YAP block: -1; MITF primary: 0; GPR151 ag: -0.2

How did COc1cc(NC(=O)c2cc(-c3ccco3)on2)cc(OC)c1OC do in these assays?
FBW7 activator: 0.2; TEAD-YAP block: -10; MITF primary: 4; GPR151 ag: 1.3

What do the screens show for `Cc1ccc(-c2nc3cc(Cl)ccc3o2)cc1NC(=S)NC(=O)c1oc2ccccc2c1C`?
FBW7 activator: -0.1; TEAD-YAP block: -7; MITF primary: -5; GPR151 ag: 0.2

How did Cc1c(C(c2ccc3c(c2)OCCO3)c2c(C)n(C)n(-c3ccccc3)c2=O)c(=O)n(-c2ccccc2)n1C do in these assays?
FBW7 activator: 0.0; TEAD-YAP block: 1; MITF primary: 14; GPR151 ag: -0.7
